# NCI-60 one-dose screen, 48 h, at 10 µM unless noted. Numbers give growth in % (100 = growth as untreated, 0 = no growth, -100 = all killed).
# EKVX = EKVX NSCLC; 71,000 compounds, 3% hits; AID 1794765
# CCRF-CEM = CCRF-CEM leukemia. 77,000 compounds, 7% hits
# A549/ATCC = A549/ATCC NSCLC | AID 1794740 | 81,000 compounds, 3.7% hits
# RPMI-8226 = RPMI-8226 leukemia cells | 77,000 compounds, 7.5% hits
# HOP-92 = HOP-92 NSCLC cells; 71,000 compounds, 6.3% hits
# MOLT-4 = MOLT-4 leukemia cells; 80,000 compounds, 6.9% hits
# SR = SR leukemia cells | 73,000 compounds, 8.7% hits | AID 1794780
# HOP-62 = HOP-62 NSCLC | 80,000 compounds, 3.9% hits
# Numbers without * were called inactive; / = not tested or not shown; & = joins results of further samples. The calls were made as follows: active = growth percent below 10; inactive = the rest.
SMILES,EKVX,CCRF-CEM,A549/ATCC,RPMI-8226,HOP-92,MOLT-4,SR,HOP-62
CCCCNCC#N,120.4,112.3,102.2,117.6,92.6,117.5,99.6,105.0
CC1=C2[C@@H](CC1=O)[C@](C)(O)CC[C@@H]1[C@@H](CN(C)C)C(=O)O[C@@H]21,/,74.0,93.6,80.4,/,98.0,83.4,108.2
O=C(CCCCCSc1nc(-c2ccc(Cl)cc2)cc(-c2ccc(Cl)cc2)n1)NO,75.2,/,77.7,/,58.2,16.6,18.9,68.6
CC(C)(C)N1CC(OC(N)=O)C1,90.2,/,71.8,/,96.2,133.1,128.2,100.1
COc1cc(N=Nc2ccc(C)cc2S(N)(=O)=O)c(C)cc1N,93.1,91.4,91.6,83.1,71.0,79.4,64.4,86.6
Cc1ccccc1-n1c(C)nc2c(c(C)nn2-c2ccccc2)c1=O,67.1,79.9,95.9,59.3,57.6,72.1,/,84.1
NCCNc1nc2ccccc2c2c(=O)c3cccc(F)c3sc12,74.1,34.5,41.1,/,59.9,8.0*,12.3,58.0
O=C(c1nc2ccccc2[nH]1)C1C(c2ccc(F)cc2)C2CC3CCCCC3N2[C@@]12C(=O)Nc1ccc(Cl)cc12 (stereo not given in full),39.5,33.3,29.3,13.9,44.2,11.4,21.0,71.8
O=[N+]([O-])c1ccc(S(=O)(=O)NCNS(=O)(=O)c2ccc([N+](=O)[O-])cc2)cc1,102.6,106.4,101.2,108.1,112.4,107.7,116.8,95.0
CC(C)c1cccc(C(C)(C)C)n1,105.2,96.9,/,107.0,91.1,104.2,112.7,97.9
N#C/C(=C\c1ccco1)C(=O)Nc1ncc(Cc2cc(Cl)ccc2Cl)s1,85.6,99.3,85.1,80.6,82.3,87.2,79.5,87.6
COc1cc(C)cc(C(O)Cc2cccc(-c3ccc(N(c4ccccc4)c4ccccc4)cc3)n2)c1 (stereo not given),74.5,82.3,74.7,66.0,/,76.3,61.6,96.9
COc1cc(-c2nc3ccc(C(=O)NN4C(=O)c5ccc(C(=O)O)cc5C4=O)cc3[nH]2)cc(OC)c1OC,93.6,104.3,88.2,102.1,99.6,95.3,76.6,95.3
CN(C)c1ccc2cc(S(=O)(=O)O)cc(O)c2c1,109.5,105.8,109.0,130.8,119.7,119.2,99.7,103.7
Cc1ccc(NC(=O)c2sc3nc(C)c(Br)c(C)c3c2N)cc1,61.9,94.7,67.7,83.3,-5.0*,90.0,81.6,34.9
CCCN1C(=O)/C(=C2\SC(=Nc3ccccc3)N(Nc3ccccc3)C2=O)c2ccccc21,98.3,74.3,97.3,80.0,74.3,75.7,93.6,91.8
CCC(c1ccccc1)C(CC)c1cc(O)c(O)c(O)c1 (stereo not given),112.0,71.6,92.4,79.2,121.3,79.6,/,98.2
CC1NCCC[C@]2(C)[C@H]3CC[C@@H]4[C@H]5[C@H]6OC[C@@]5(CCC6(C)C)CC[C@@]4(C)[C@]3(C)CC[C@@H]12 (stereo not given in full),100.9,93.4,99.7,100.7,89.9,88.2,16.9,93.6
COc1ccc(-c2nc(SCC(=O)N3CCN(c4cc5c(cc4F)c(=O)c(C(=O)O)cn5C4CC4)CC3)nc(Cl)c2C#N)cc1,101.1,104.0,103.8,107.7,111.9,105.2,104.2,99.6
Cc1ccc(S(=O)(=O)Nc2cccc3ccccc23)cc1,105.2,85.5,86.3,81.5,86.0,100.6,54.7,106.0
COc1ccccc1NC1=C(N2CCCCC2)C(=O)c2ccccc2C1=O,/,72.5,74.4,40.2,57.9,58.8,76.3,98.8
Nc1nc(N)c2c(n1)NC(c1sc(Cl)nc1Cl)CC(c1ccc(Cl)cc1)=N2 (stereo not given),/,78.5,80.0,52.3,42.9,/,69.3,74.3
CCc1cccc(CC)c1NC(=O)c1sc2nc3c(cc2c1N)CCCC3,88.9,60.7,69.7,85.8,51.2,61.9,18.2,50.5
CCCCCCCCCCCCSCC(=O)O,91.5,101.3,92.6,90.7,121.6,/,/,110.0
Cc1cc(I)nc2ccccc12,101.2,92.2,110.7,/,93.5,101.0,106.9,104.9

# The results go on.
SMILES,EKVX,CCRF-CEM,A549/ATCC,RPMI-8226,HOP-92,MOLT-4,SR,HOP-62
COc1cc(/C=C/C(=O)c2ccc(NC(=O)CN3CCN(c4cc5c(cc4F)c(=O)c(C(=O)O)cn5C4CC4)CC3)cc2)cc(OC)c1OC,/,-13.7*,-19.2*,-18.8*,-1.7*,-1.1*,/,4.4*
COc1ccc(C2=NN(C(C)=O)C(c3ccc(Oc4ccnc5cc(Cl)ccc45)c(OC)c3)C2)cc1 (stereo not given),62.0,85.7,44.6,77.1,-1.5*,78.9,74.4,27.6
COc1cc(-c2cc(=O)oc3cc(O)ccc23)cc(OC)c1OC,89.8,/,90.1,41.8,54.2,92.9,97.6,87.6
COc1ccc(C(=O)Nc2ccc(Cl)cc2)cc1,85.3,105.1,91.5,99.8,107.9,102.8,81.7,98.6
CCOC(=O)/C(=C\c1cccc(OC)c1)C(C)=O,121.7,110.0,92.1,106.2,100.5,100.7,88.2,108.4
O=C(CCC1CCCCC1)OCCCl,113.7,108.7,104.2,108.8,91.7,106.7,102.2,110.3
O=C(Nc1ccn(C2OC(CO)C(O)C2O)c(=O)n1)c1ccccc1 (stereo not given),/,89.7,86.4,104.1,110.6,110.2,101.3,108.1
COc1cccc2c1OC(c1ccc3noc(-c4ccccc4)c3c1)N1N=C(c3ccc(C)cc3)CC21 (stereo not given),98.9,103.6,110.7,104.0,129.5,105.2,114.1,91.9
O=C(NCCN1CCOCC1)OCc1nc2nc(Cl)nc(N3CCOCC3)c2[nH]1,95.2,5.9*,68.2,8.4*,54.3,19.0,-1.0*,32.5
Clc1nnc2c3ccccc3ccn12,104.8,92.6,102.0,99.6,/,104.2,105.7,98.5
COc1ccc(C(CC(CCNS(=O)(=O)c2ccc(C)cc2)OC)c2ccc3ccccc3c2)cc1 (stereo not given),71.8,74.8,84.9,59.3,94.3,47.4,/,103.6
O=C(NCc1ccccc1)c1ccc([N+](=O)[O-])cc1,/,/,99.4,93.9,99.5,102.1,/,101.8
COc1cc(-c2nn(C(=O)NCCN3CCCCC3)cc2-c2ccncc2)ccc1Cl,68.2,98.6,80.4,/,/,90.1,91.7,61.2
COc1cc(/C=C\C(=O)O)ccc1OCc1ccccc1,114.5,98.3,82.3,90.2,86.1,96.3,97.7,99.0
Clc1nnc2ccc(N3CCC(c4ccccc4)CC3)nn12,84.3,78.5,81.4,70.4,92.0,84.3,56.5,84.9
Clc1ccc(Nc2nnc(-c3ccc4c(c3)OCO4)o2)cc1,/,100.5,97.8,91.1,99.8,82.7,83.4,113.7
O=C(/C=C1\C(=O)N(Cc2ccc([N+](=O)[O-])cc2)c2ccccc21)c1ccc(OCCN2CCCC2)cc1,71.5,15.2,93.4,28.4,46.2,9.3*,-19.0*,/
CN(C(=O)CN(CCO)CC(=O)N(C)C(C)(C)Cc1ccccc1)C(C)(C)Cc1ccccc1,69.9,70.7,78.7,55.4,36.2,38.7,/,83.2
C=CCCCOC1[C@H](OCc2ccccc2)C(OCc2ccccc2)C(OC)O[C@@H]1CNC(=O)c1cccc(I)c1 (stereo not given in full),36.3,13.8,27.2,8.3*,67.2,20.4,26.7,77.7
CN(C)CCCC(O)c1cccc2ccccc12 (stereo not given),121.9,100.0,93.2,106.4,106.3,107.5,93.3,115.3
CCSC1=CC(=O)c2ccccc2C1=O,92.8,-6.9*,93.2,45.7,-2.5*,5.8*,37.6,76.8
c1ccc2sc(-c3ccncc3)nc2c1,62.4,91.2,100.1,91.4,81.4,93.3,103.4,94.5
N#Cc1cc(-c2nc3ccccc3s2)c(=O)n(NS(=O)(=O)c2ccc(Cl)cc2)c1N,100.4,107.0,116.5,100.0,98.6,107.2,110.3,89.6
COc1ccc(-c2nnc(-c3nc(-c4cc(OC)c(OC)c(OC)c4)n4ccccc34)o2)cc1OC,86.5,/,60.1,20.7,21.5,48.0,39.7,68.8
C=CCn1c(C)nc2ccc(Nc3nc(Cl)nc4nc[nH]c34)cc21,/,92.4,95.5,87.5,29.5,98.6,90.0,79.8

# Whole records as entered above. Order of screens: EKVX, CCRF-CEM, A549/ATCC, RPMI-8226, HOP-92, MOLT-4, SR, HOP-62
# O=C(NCCN1CCOCC1)OCc1nc2nc(Cl)nc(N3CCOCC3)c2[nH]1 is listed as 95.2, 5.9*, 68.2, 8.4*, 54.3, 19.0, -1.0*, 32.5
# O=C(Nc1ccn(C2OC(CO)C(O)C2O)c(=O)n1)c1ccccc1 (stereo not given) is listed as /, 89.7, 86.4, 104.1, 110.6, 110.2, 101.3, 108.1
# CCOC(=O)/C(=C\c1cccc(OC)c1)C(C)=O is listed as 121.7, 110.0, 92.1, 106.2, 100.5, 100.7, 88.2, 108.4
# COc1ccc(C(CC(CCNS(=O)(=O)c2ccc(C)cc2)OC)c2ccc3ccccc3c2)cc1 (stereo not given) is listed as 71.8, 74.8, 84.9, 59.3, 94.3, 47.4, /, 103.6
# COc1cc(-c2nn(C(=O)NCCN3CCCCC3)cc2-c2ccncc2)ccc1Cl is listed as 68.2, 98.6, 80.4, /, /, 90.1, 91.7, 61.2

# By substructure, those above containing a thiophene ring, fused or not
SMILES,EKVX,CCRF-CEM,A549/ATCC,RPMI-8226,HOP-92,MOLT-4,SR,HOP-62
Cc1ccc(NC(=O)c2sc3nc(C)c(Br)c(C)c3c2N)cc1,61.9,94.7,67.7,83.3,-5.0*,90.0,81.6,34.9
CCc1cccc(CC)c1NC(=O)c1sc2nc3c(cc2c1N)CCCC3,88.9,60.7,69.7,85.8,51.2,61.9,18.2,50.5

# (listing goes on)
SMILES,EKVX,CCRF-CEM,A549/ATCC,RPMI-8226,HOP-92,MOLT-4,SR,HOP-62
O=C(N/N=C/c1cccs1)c1[nH]c2ccc(Br)cc2c1-c1ccccc1,42.2,8.6*,23.1,3.6*,39.9,11.5,6.2*,44.2
CCOC(=O)C1=C(N)N(c2ccc(C)cc2)C2=C(C(=O)CC(C)(C)C2)C1c1ccccc1OC (stereo not given),92.2,99.0,106.9,96.2,117.4,105.6,92.1,106.2
CN(C(=O)c1ccc(C(F)(F)F)cc1C(F)(F)F)c1sc2c(c1C#N)CCC(=O)C2,73.7,-0.5*,94.4,14.3,80.6,36.4,1.6*,92.0
Cc1cc(C)c2nc3c(c(C(O)C4CCCCN4)c2c1)CC/C3=C\c1ccc(Cl)cc1 (stereo not given),85.6,107.2,93.3,116.7,49.9,104.2,98.1,87.1
CCCCCNS(=O)(=O)c1ccc(C)cc1,95.1,105.2,98.0,101.0,94.1,111.6,86.0,98.2
COc1ccc(C(=O)C(O)c2ccc(OC)cc2)cc1 (stereo not given),109.8&106.8,105.4&107.6,103.2&108.8,105.7&111.8,96.2,100.4&106.8,94.0&101.8,108.0&109.5
O=C1Nc2ccc(Cl)cc2/C1=C/c1ccc(OCc2ccc(F)cc2)cc1,90.9,-53.8*,91.1,69.8,85.6,93.4,100.7,106.8
O=C(c1ccc2ccccc2c1)c1ccccc1Cc1cccc(C(F)(F)F)c1,/,94.6,86.1,92.8,/,98.5,93.1,102.1
Oc1[nH]c2cc(Cl)ccc2c1/C=c1/cc2c(c(-c3ccc(C(F)(F)F)cc3)n1)=Nc1ccccc1-2,85.6,/,93.6,73.1,84.6,78.7,61.8,90.1
CCOC(=O)CSc1ccccc1,/,98.9,96.8,98.7,108.5,95.1,102.4,104.1
COc1cc(C2C(C(C)=O)=C(C)NC(C)=C2C(C)=O)cc(Br)c1O,95.9,/,100.2,100.0,89.7,101.5,100.0,102.2
Cc1c(Br)cc([N+](=O)[O-])c(C)c1[N+](=O)[O-],102.3,93.2,99.8,103.4,/,91.9,91.0,114.8
N#C/C(C(=O)Nc1ccc(S(N)(=O)=O)cc1)=C1\C(=O)N(Cc2ccccc2)c2ccc(Cl)cc21,87.9,69.9,56.4,26.5,45.3,63.6,42.2,85.8
Oc1c(Br)cc(Br)c(O)c1Br,108.8,104.0,107.6,105.1,97.8,101.0,101.3,107.7
CC1=C(C#N)c2nc3cnccc3c(=O)n2[C@]1(C)O,95.4,103.1,98.9,99.1,91.7,101.8,110.4,92.7
O=C(Nc1cccc(F)c1)Nc1ccccc1B(F)F,/,/,93.0,101.3,70.3,89.0,112.2,101.1
Cc1ccc(Br)c(C(=O)O)c1,101.5,96.7,84.2,99.2,83.1,99.2,79.2,89.7
COc1ccc(C2c3ccc4ccccc4c3Oc3nc(C)[nH]c(=O)c32)cc1 (stereo not given),103.2,106.2,108.8,102.5,91.0,115.2,/,89.0
Cc1cnc(C=O)c2cccc([N+](=O)[O-])c12,/,11.5,104.3,68.1,61.2,61.0,16.5,91.7
O=C1OS(=O)(=O)Nc2ccccc21,87.6,113.2,87.2,107.6,70.6,86.4,93.5,96.1
CN1C(=O)CNC(=O)[C@H](NC(=O)Cc2nc3ccccc3cc2O)CSSC[C@H]1C(=O)NCCCCc1nc2ccccc2cc1O,107.2,73.1,79.9,95.6,130.5,88.4,98.0,100.3
CN=C(NC)c1ccc(CN2CCN(Cc3ccc(C(=NC)NC)cc3)CC2)cc1,106.7,101.7,88.6,105.9,90.5,92.5,76.6,95.4
O=C1/C(=C\c2coc3ccc(Br)cc3c2=O)c2ccccc2N1c1c(Cl)cccc1Cl,90.8,33.6,79.8,40.2,/,76.7,62.0,86.5
CN1C(=O)/C(=C/c2nc(-c3ccccc3)n3ccccc23)c2ccccc21,78.1,78.4,93.8,71.1,100.1,81.3,87.8,91.1
S=c1[nH]nc2ccc3ccccc3n12,/,/,97.3,97.2,91.5,113.1,/,100.8

# Look-ups from the results shown:
# Under RPMI-8226, CN1C(=O)/C(=C/c2nc(-c3ccccc3)n3ccccc23)c2ccccc21 has the entry 71.1
# Under HOP-62, O=C(N/N=C/c1cccs1)c1[nH]c2ccc(Br)cc2c1-c1ccccc1 has the entry 44.2

# High-throughput results (PubChem)
